# Screening data deposited in PubChem by several laboratories.
# Rv3671c inh = inhibitors of M. tuberculosis serine protease Rv3671c; P9WHR9; inhibition, % at 5.96 µM; 320,000 tested, 0.048% active; in the data active = inhibition above about 38%;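 also: extracellular domain of Rv3671c used as enzyme; 0% = enzyme with DMSO and 100% = no enzyme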
# Target sequence (P9WHR9 whole entry, looked up, the tested form may be a part): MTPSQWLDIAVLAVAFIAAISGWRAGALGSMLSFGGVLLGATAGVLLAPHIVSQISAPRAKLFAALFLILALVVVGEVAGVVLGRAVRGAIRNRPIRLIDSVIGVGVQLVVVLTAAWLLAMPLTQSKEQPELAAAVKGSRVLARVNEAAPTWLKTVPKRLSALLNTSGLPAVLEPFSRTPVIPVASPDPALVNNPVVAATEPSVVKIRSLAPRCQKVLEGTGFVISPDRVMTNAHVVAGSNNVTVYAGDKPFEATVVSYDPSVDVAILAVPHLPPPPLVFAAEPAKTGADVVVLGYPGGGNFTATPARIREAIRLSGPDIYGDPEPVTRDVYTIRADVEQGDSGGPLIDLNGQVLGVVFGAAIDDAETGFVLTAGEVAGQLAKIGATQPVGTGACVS
# SARS 3CLpro inh = SARS-CoV 3CLpro protease inhibition. inhibition, % at 6 µM. AID 1706. recombinant SARS-CoV 3CLpro, quenched FRET peptide cleavage. P0C6X7. 290,000 tested, 0.14% active; in the data active = inhibition above about 12%
# MazF activator = MazEF (E. coli) toxin RNase activation; P0AE70; FAM/BHQ RNA-DNA oligo cleavage fluorescence, 5 h; activation, % at 20 µM; 350,000 tested, 0.32% active; AID 504720; in the data active = activation above about 50%
# Target sequence (P0AE70 whole entry, looked up): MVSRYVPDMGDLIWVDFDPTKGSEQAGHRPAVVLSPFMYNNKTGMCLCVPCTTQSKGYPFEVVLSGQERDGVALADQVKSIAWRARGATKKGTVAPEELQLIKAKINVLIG
# Y pestis TopoI = Y. pestis Topo-I inhibition via cleavage products. 360,000 tested, 0.064% active. Y. pestis Topo-I cleavage product accumulation, plate reader. activity, % at 10 µM; in the data active = activity above about 50%, passing the limit was not always enough; also: inactives centre near 2
# Vc quorum ag = quorum light induction in luxS cqsA deficient V. cholerae. AID 588436. 350,000 tested, 0.16% active. V. cholerae BH1578 lux reporter, luminescence, 6 h. activation, % at 18.7 µM; in the data active = activation mostly above about 9.7%, no sharp cut-off; also: not every result past the cut was called active; inactives centre near 0; reference of the scale not given here
# PrPC surface inh = cell surface PrPC inhibition, primary TR-FRET screen | P04156 | TR-FRET read-out | inhibition, % at 13.8 µM | 370,000 tested, 0.43% active | AID 720596; in the data active = inhibition above about 24%; also: 0% = median of the test wells and 100% = reference compound wells
# TcdB inh = blocks C. difficile toxin B glycohydrolase activity | TcdB glycohydrolase enzymatic assay, plate reader | inhibition, % at 9.99 µM | AID 652162 | 350,000 tested, 0.24% active; in the data active = inhibition above about 10%
# SSB-PriA inh = inhibitors of Klebsiella pneumoniae PriA binding to SSB C-terminal tail. AlphaScreen SSBct-PriA binding, biotinylated peptide. inhibition, % at 33 µM. 430,000 tested, 0.6% active; in the data active = inhibition mostly above about 37%, no sharp cut-off; inactive = mostly below about 20%;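 also: plate controls were negative control peptide for no effect and reference peptide for full effect; strong numbers were not always called active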
# VHR inh abs = blocks human VHR1 dual specificity phosphatase | recombinant VHR phosphatase, pNPP absorbance | inhibition, % at 13.3 µM | 290,000 tested, 0.52% active | AID 1654; in the data active = inhibition above about 50%; also: some compounds called inactive have numbers as strong as hits
# Target sequence (P51452 whole entry, looked up): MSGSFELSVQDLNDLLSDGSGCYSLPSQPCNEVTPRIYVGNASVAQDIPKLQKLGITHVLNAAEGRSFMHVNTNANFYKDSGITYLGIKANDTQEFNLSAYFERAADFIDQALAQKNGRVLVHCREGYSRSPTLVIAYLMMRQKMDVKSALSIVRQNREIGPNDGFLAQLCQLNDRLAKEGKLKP
# CCHFV vOTU inh = CCHFV vOTU protease inhibition | Pep-AMC fluorescence | 370,000 tested, 0.55% active | inhibition, % at 11.5 µM; in the data active = inhibition above about 30%; also: 0% = vehicle wells with enzyme and 100% = no enzyme wells
# * marks the source's active call; other numbers are inactive results; i = inactive; . = no result given; & = joins results of further samples. These rows are one share of the data (hit frequency here may not be typical).
no.	Molecule	Rv3671c inh	SARS 3CLpro inh	MazF activator	Y pestis TopoI	Vc quorum ag
1	COc1cc(-c2nn3c(-c4cccc(C)c4)nnc3s2)cc(OC)c1OC	-2	-2	-12	7	i
2	CC(=O)NC(=O)COC(=O)c1ccc2ncsc2c1	11	-3	3	-9	i
3	O=C(Cc1ccccc1)NNC1CC(=O)N(c2ccc(Br)cc2)C1=O (stereo unspecified)	6	0	2	-5	i
4	CS/C(Nc1cc(Cl)ccc1Cl)=C(/C#N)C(=O)c1ccco1	-16	-2	-1	4	-0.5
5	O=C(CSc1nc2ccccc2s1)N1c2ccccc2Sc2ccccc21	-7	1	-3	-10	i
6	Cc1ccc(N2C(=O)C(Cl)=C(N3CCOCC3)C2=O)cc1Cl	-8	6	1	2	-0.4
7	CC(C)C[C@@H](NC(=O)[C@H]1CCCN1C(=O)Cc1ccccc1)C(N)=O	-2	1	5	4	1.8
8	COc1cc(NC(=O)c2cccs2)c(C(=O)OCC(=O)NC(=O)NC(C)(C)C)cc1OC	-1	3	-5	-1	-1.0
9	O=C(Cn1cnc2ccccc2c1=O)c1ccccc1	0	0	1	-1	-0.3
10	FC(F)(F)c1cccc(OCc2nnc3n2CCC3)c1	-2	5	0	-4	i
11	Cc1cccc(CSc2cccc3cccnc23)c1	-32	5	3	0	3.8
12	COC(=O)c1ccc(-n2cncn2)c(F)c1	7	1	4	2	1.2
13	Cc1nc2cccc(C(=O)NC3CCCCC3)c2o1	-1	-4	2	-2	i
14	N#CC[C@H](Cc1ccccc1)N1CC[C@@H](NC(=O)OCc2ccccc2)CCC1=O	11	1	5	9	i
15	O=C(Cn1cnc2cc(Cl)ccc2c1=O)Nc1ccc2c(c1)OCO2	-2	2	7	-3	-0.5

no.	PrPC surface inh	TcdB inh	SSB-PriA inh	VHR inh abs	CCHFV vOTU inh
1	-6	.	-5	31	8
2	-1	9.0	-16	16	13
3	4	-4.2	-7	-7	-7
4	-3	2.4	3	-9	18
5	2	.	-1	35	-12
6	2	.	-26	2	-17
7	2	0.9	11	7	1
8	-3	.	4	19	16
9	1	.	1	27	-1
10	-3	0.2	2	20	-3
11	9	.	95*	29	8
12	-5	.	-3	12	-3
13	8	.	6	3	-3
14	8	1.5	-2	9	0
15	4	.	-21	0	-7

# (further entries)
no.	Molecule	Rv3671c inh	SARS 3CLpro inh	MazF activator	Y pestis TopoI	Vc quorum ag
16	CCOc1ccc(Cl)cc1/C=N/NC(=O)CNC(=O)c1ccccc1	6	4	-3	7	-3.0
17	Cc1cc(Cl)ccc1OCC(=O)Nc1ccccc1C(=O)N1CCOCC1	-9	7	4	8	7.7
18	O=C1NC(=S)N/C1=C\c1ccc(N2CCOCC2)cc1	-6	-1	4	-1	-2.0
19	CCN(c1ccccc1)S(=O)(=O)c1ccc(Cl)c(NC(=O)CSc2nnc(C)s2)c1	-9	4	1	29	-0.3
20	COc1cccc(-c2noc(-c3cccs3)n2)c1	0	-1	-6	17	i
21	Cc1ccc(NC(=O)COC(=O)Cc2c[nH]c3ccccc23)cc1F	.	.	-2	6	i
22	CS(=O)(=O)Nc1ccc2c(c1)C(=O)OC2	-2	-5	4	2	-0.5
23	Cc1cc(C)nc(NC(=O)c2ccc(C)o2)n1	-1	4	-8	15	-14
24	c1cncc(-c2ccnc3ncnn23)c1	7	2	3	4	-0.2
25	COc1cc(C(=O)NCC(c2ccco2)N2CCc3ccccc32)cc(OC)c1OC (stereo unspecified)	6	.	-4	18	-1.8
26	Cc1nnc2nc(-c3ccccc3)nc(-c3ccccc3)n12	4	2	8	-9	-0.4
27	COc1cc2c(cc1OC)C(COc1ccc3c(C)cc(=O)oc3c1)N(C(=O)c1ccco1)CC2 (stereo unspecified)	-7	0	6	19	-0.3
28	CCN(CC)CCSc1nc2ccccc2c(=S)n1-c1ccccc1	3	-4	8	.	.
29	CCOCCCNC(=O)C(c1ccc(OC)cc1)N(Cc1cccs1)C(=O)c1ccccc1O (stereo unspecified)	6	2	3	30	-0.5
30	CCOC(=O)CCCCCNC(=O)c1c(O)[nH]c(=O)[nH]c1=O	-7	.	6	6	-5.3

no.	PrPC surface inh	TcdB inh	SSB-PriA inh	VHR inh abs	CCHFV vOTU inh
16	-2	.	.	-12	-2
17	3	0.5	-11	15	-1
18	-33	.	8	-7	4
19	-2	0.8	-4	29	-13
20	-4	.	-24	-4	1
21	1	0.9	-1	.	13
22	-8	.	-7	-15	2
23	-4	-0.7	-1	19	-7
24	4	0.0	-12	0	1
25	-3	0.4	12&-3	.	1
26	3	-3.8	-4	-1	0
27	-1	.	0	13	-6
28	-8	-0.3	13	-4	-11
29	-1	0.0	-6	25	-11
30	5	.	-11	.	13

# (listing goes on)
no.	Molecule	Rv3671c inh	SARS 3CLpro inh	MazF activator	Y pestis TopoI	Vc quorum ag
31	O=C(CN(C(=O)CCC(=O)Nc1nccs1)c1cccc(F)c1)NCc1ccc(F)cc1	2	-2	6	6	-0.9
32	O=C(NCCc1ccc(F)cc1)C1CCC(=O)N(CC2CCCCC2)C1 (stereo unspecified)	.	.	6	-3	-0.8
33	CC(=O)OCCNc1cc(Sc2nc3ccccc3[nH]2)c2nonc2c1[N+](=O)[O-]	-1	-1	8	-5	-0.3
34	CCOc1ccc2c(c1)ncn2Cc1ccccc1	-10	4	7	-6	i
35	CCC(=O)Nc1sc(C(=O)Nc2ccccc2)c(C)c1C(=O)OC	-4	3	4	15	-0.3
36	COC(=O)C(C)n1cnc2c(nnn2-c2cccc(OC)c2)c1=O (stereo unspecified)	4	-1	-2	-2	-0.3
37	O=C(O)Cn1cc(/C=C2\SC(=O)N(c3ccccc3)C2=O)c2ccccc21	4	1	-2	5	-0.2
38	CCOc1ccc(CN(C)C(=O)CNC(=O)C2CCCCC2)cc1	8	0	7	0	i
39	Nc1cc(=O)[nH]c(SCc2ccc(Cl)cc2Cl)n1	-5	1	8	0	i
40	CC(C)N(Cc1nc(-c2ccccc2)no1)C(=O)C(Cl)(Cl)Cl	4	-2	16	7	i
41	Cc1cnc(NC(=O)c2cc3c(C)nn(Cc4ccccc4Cl)c3s2)s1	-23	7	-3	-8	-2.7
42	N#CCCn1c(-c2nonc2NC(=O)c2ccccc2Cl)nc2ccccc21	0	-2	81*	11	-1.1
43	Cc1ccc(C)c(Cn2nnc3c(=O)[nH]c(C(=O)NCc4ccco4)nc32)c1	7	-1	-8	8	i
44	CCCOc1ccccc1N/C(=N/c1nc(C)cc(C)n1)NC(=O)COc1ccc(OC)cc1	-5	-6	-5	17	i
45	CN(CCC#N)C(=O)COc1ccc(Br)cc1Cl	-5	2	-2	9	i

no.	PrPC surface inh	TcdB inh	SSB-PriA inh	VHR inh abs	CCHFV vOTU inh
31	6	-1.2	-7	16	-2
32	2	0.9	.	.	-8
33	0	.	-11	13	24
34	17	0.9	-18	15	-3
35	8	0.9	-2	10	9
36	-7	3.2	-6	-20	7
37	-4	-0.7	-7	29	-1
38	-9	0.5	-10	2	7
39	-4	0.8	-9	14	1
40	1	0.7	-35	5	10
41	3	-0.3	2	11	-4
42	4	.	9	6	7
43	-9	0.8	-8	13	3
44	-3	.	.	28	10
45	8	0.5	-4	9	-10

# The list continues.
no.	Molecule	Rv3671c inh	SARS 3CLpro inh	MazF activator	Y pestis TopoI	Vc quorum ag
46	COc1ccc(C(CNC(=O)c2cc(S(=O)(=O)Nc3cccc(C)c3)ccc2C)N2CCCC2)cc1 (stereo unspecified)	.	.	5	-8	2.3
47	COc1ccc(OC)c2c1cc(C(=O)N[C@@H](C)C(=O)N[C@@H](C(=O)O)c1ccccc1)n2C	-10	0	-3	0	-8.3
48	O=C(OCN1C(=O)c2ccccc2C1=O)C1CCCCC1	-4	1	-3	12	i
49	O=C(c1ccco1)N(Cc1cccs1)C1CCS(=O)(=O)C1 (stereo unspecified)	5	2	10	0	0.5
50	COc1ccc(NC(=O)CCCC2=NS(=O)(=O)c3ccccc3N2)cc1	-3	-6	10	-5	-0.1
51	COc1ccc(NC(=O)Nc2ccc3nccnc3c2)cc1	1	0	-2	-8	-0.9
52	COc1ccc(-n2ccn(CC(=O)Nc3ccc(OC)cc3OC)c(=O)c2=O)cc1	-2	-3	6	-8	i
53	Cc1cccc(C(=O)Nc2cccc(-c3cnc4ccccc4n3)c2)c1	5	-2	53*	-9	i
54	COc1ccc(S(=O)(=O)N(C)C[C@H]2Oc3ccc(NC(=O)NC(C)C)cc3C(=O)N([C@H](C)CO)C[C@@H]2C)cc1	-4	.	1	13	-3.6
55	CCOc1cc(S(=O)(=O)NC2CCCC2)ccc1Cl	3	3	-4	6	-1.2
56	COc1cc(NC(=O)CSc2nnc3n2C(C)(C)Cc2ccccc2-3)cc(OC)c1	-13	-2	26	8	i
57	C#CC(CC)(CC)NC(=S)Nc1ccc(S(N)(=O)=O)cc1	4	-2	-3	2	i
58	c1ccc2c(c1)OCCOCCOCCO2	13	3	11	9	2.8
59	COc1ccc(C2=NN(S(C)(=O)=O)C(c3cccs3)C2)cc1OC (stereo unspecified)	6	-1	5	-11	-0.1
60	CN(C)CCN(Cc1ccccc1)c1ccnc(N(C)C)c1C#N	5	-1	11	0	-2.2
61	Cc1ccc(/C=C/C(=O)N2CCc3ccccc3C2)cc1	-1	4	8	15	i
62	CSc1sc(C(=O)NCC2CC2)cc1S(=O)(=O)C(C)C	3	-2	2	4	-1.2

no.	PrPC surface inh	TcdB inh	SSB-PriA inh	VHR inh abs	CCHFV vOTU inh
46	-11	-8.9	23	.	11
47	7	-2.9	1	-2	29
48	4	.	-4&-11	-1	12
49	-1	.	-3	29	-4
50	-5	-1.2	-8	8	-3
51	-9	.	-4	50	10
52	-7	2.3	-12	3	-6
53	-4	.	-20	-11	-2
54	2	1.5	-3	.	15
55	-3	.	-22	-18	1
56	0	1.2	-6	28	0
57	0	.	-10	-11	-50
58	-4	1.0	3	-4	-15
59	-10	0.3	0	18	7
60	4	.	-12	-4	15
61	-1	.	-24	-17	7
62	9	0.5	1	21	2

# Given with two lines to a compound: entries from further up
# Below each compound: Rv3671c inh	SARS 3CLpro inh	MazF activator	Y pestis TopoI	Vc quorum ag	PrPC surface inh	TcdB inh	SSB-PriA inh	VHR inh abs	CCHFV vOTU inh
(49) O=C(c1ccco1)N(Cc1cccs1)C1CCS(=O)(=O)C1 (stereo unspecified)
    5	2	10	0	0.5	-1	.	-3	29	-4
(50) COc1ccc(NC(=O)CCCC2=NS(=O)(=O)c3ccccc3N2)cc1
    -3	-6	10	-5	-0.1	-5	-1.2	-8	8	-3
(51) COc1ccc(NC(=O)Nc2ccc3nccnc3c2)cc1
    1	0	-2	-8	-0.9	-9	.	-4	50	10
(52) COc1ccc(-n2ccn(CC(=O)Nc3ccc(OC)cc3OC)c(=O)c2=O)cc1
    -2	-3	6	-8	i	-7	2.3	-12	3	-6
(53) Cc1cccc(C(=O)Nc2cccc(-c3cnc4ccccc4n3)c2)c1
    5	-2	53*	-9	i	-4	.	-20	-11	-2
(54) COc1ccc(S(=O)(=O)N(C)C[C@H]2Oc3ccc(NC(=O)NC(C)C)cc3C(=O)N([C@H](C)CO)C[C@@H]2C)cc1
    -4	.	1	13	-3.6	2	1.5	-3	.	15
(55) CCOc1cc(S(=O)(=O)NC2CCCC2)ccc1Cl
    3	3	-4	6	-1.2	-3	.	-22	-18	1
(56) COc1cc(NC(=O)CSc2nnc3n2C(C)(C)Cc2ccccc2-3)cc(OC)c1
    -13	-2	26	8	i	0	1.2	-6	28	0
(57) C#CC(CC)(CC)NC(=S)Nc1ccc(S(N)(=O)=O)cc1
    4	-2	-3	2	i	0	.	-10	-11	-50
(58) c1ccc2c(c1)OCCOCCOCCO2
    13	3	11	9	2.8	-4	1.0	3	-4	-15
(59) COc1ccc(C2=NN(S(C)(=O)=O)C(c3cccs3)C2)cc1OC (stereo unspecified)
    6	-1	5	-11	-0.1	-10	0.3	0	18	7
